Screening results deposited in PubChem BioAssay by National Center for Advancing Translational Sciences (NCATS).
NPSR antagonist = qHTS Assay for Antagonists of the Neuropeptide S Receptor: cAMP Signal Transduction. Q6W5P4. CHO-NPSR cells, cAMP TR-FRET, antagonist mode. Potency, µM (highest dose often 38.3 µM), without a hit: top-dose activity change, negative = inhibition, hits mostly inhibitors. 1% of 220,000 active; note: potency is the fitted concentration of half-maximal effect; % is set by controls: 0 for no effect and ±100 for the full control effect; nearly all actives have a fitted effect of over 50% in size; many of its hits are not listed in these tables
Target sequence (Q6W5P4 whole entry, looked up): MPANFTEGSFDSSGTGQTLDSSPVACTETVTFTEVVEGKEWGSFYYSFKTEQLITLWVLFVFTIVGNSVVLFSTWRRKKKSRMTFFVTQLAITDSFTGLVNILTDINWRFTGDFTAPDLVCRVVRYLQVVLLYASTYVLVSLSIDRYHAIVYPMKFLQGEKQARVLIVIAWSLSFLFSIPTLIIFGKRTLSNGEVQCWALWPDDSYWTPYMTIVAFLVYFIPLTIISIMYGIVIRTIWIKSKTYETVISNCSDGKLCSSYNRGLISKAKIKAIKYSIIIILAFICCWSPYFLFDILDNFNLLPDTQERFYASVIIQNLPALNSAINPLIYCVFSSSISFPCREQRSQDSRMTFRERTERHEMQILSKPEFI
HttQ103 aggreg = qHTS Multiplex Assay to Identify Dual Action Probes in a Cell Model of Huntington: Aggregate Formation (GFP); Potency, µM (doses to about 46.1 µM), for inactives: at the top dose activity change, negative = inhibition, most hits filed as inhibitors; PC12 HttQ103-GFP aggregates, Acumen cytometry, 40 h; 1.1% of 220,000 active; note: potency is the fitted concentration of half-maximal effect; % is set by controls: 0 for no effect and ±100 for the full control effect; nearly all actives have a fitted effect of over 60% in size
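PC12 cells stably carrying ecdysone-inducible HTT exon 1 Q103–GFP were induced with tebufenozide (100 nM final) and treated with library compounds in titration. GFP aggregates in lysates were counted by laser scanning cytometry.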
L3MBTL1 inh = qHTS Assay for the Inhibitors of L3MBTL1; AlphaScreen L3MBTL1–H3K9me1 peptide binding; Potency, µM (top dose mostly 57.1 µM), inactives show at the highest dose activity, negative = inhibition, hits mostly inhibitors; 0.66% of 230,000 active; note: potency is the fitted concentration of half-maximal effect; % is set by controls: 0 for no effect and ±100 for the full control effect; nearly all actives have a fitted effect of over 60% in size
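AlphaScreen proximity signal between nickel-chelate acceptor and streptavidin donor beads (final 10 ug/mL) reports binding of 50 nM L3MBTL1 to 75 nM biotin-H3 K9me1 peptide; complex incubated with compounds 30 min at room temperature; cefsulodin titration as control.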
Epigenetic reg = Quantitative High-Throughput Screen for Regulators of Epigenetic Control; murine LDR cells, GFP reporter derepression, 30 h; Potency, µM (titrated, usually from 53.9 µM), without a hit: top-dose GFP activation, most hits filed as activators; 0.2% of 280,000 active; AID 1865, 2009; note: potency is the fitted concentration of half-maximal effect; % of control where 0% means no effect; nearly all actives have a fitted effect of over 60% in size
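Derepression of a silenced CMV-GFP reporter in murine LDR cells is scored by enumerating GFP-positive cells with a laser-scanning microplate cytometer after 30 hours of treatment at 37 C.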
CBFb-RUNX1 inh = qHTS Assay for Compounds Blocking the Interaction Between CBF-beta and RUNX1 for the Treatment of Acute Myeloid Leukemia | Potency, µM (doses to about 59.8 µM), for the others: top-dose activity, negative = inhibition, most hits filed as inhibitors | 230,000 tested, under 10 active | AID 1477, 2009 | AlphaScreen CBFb-His/RUNX1-biotin binding, biochemical; note: % of control where 0% means no effect
Target sequence (Q01196 whole entry, looked up): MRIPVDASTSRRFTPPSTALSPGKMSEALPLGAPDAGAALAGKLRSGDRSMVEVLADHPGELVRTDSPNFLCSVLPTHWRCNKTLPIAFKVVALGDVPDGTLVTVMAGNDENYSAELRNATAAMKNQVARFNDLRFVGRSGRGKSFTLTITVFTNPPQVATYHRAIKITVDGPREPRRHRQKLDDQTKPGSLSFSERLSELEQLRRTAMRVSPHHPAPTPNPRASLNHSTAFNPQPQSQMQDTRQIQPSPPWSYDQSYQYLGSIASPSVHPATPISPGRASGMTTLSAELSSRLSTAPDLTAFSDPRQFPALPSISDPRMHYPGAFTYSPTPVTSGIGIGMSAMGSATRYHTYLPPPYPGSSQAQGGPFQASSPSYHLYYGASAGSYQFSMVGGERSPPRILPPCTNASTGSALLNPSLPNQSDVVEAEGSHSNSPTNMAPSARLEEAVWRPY
Target sequence (Q13951 whole entry, looked up): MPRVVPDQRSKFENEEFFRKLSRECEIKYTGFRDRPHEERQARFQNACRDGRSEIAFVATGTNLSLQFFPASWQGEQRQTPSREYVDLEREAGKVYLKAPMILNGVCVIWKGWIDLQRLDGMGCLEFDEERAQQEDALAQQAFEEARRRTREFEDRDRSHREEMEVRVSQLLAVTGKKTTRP
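His-tagged CBF-beta and biotinylated RUNX1 (30 nM each) were premixed 20 min at room temperature, exposed to compound for 15 min, then given nickel-chelate and streptavidin AlphaScreen beads (50 ng each). After 90 min, AlphaScreen signal was read.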
IMPase Li cell = qHTS Assay for Identifying the Cell-Membrane Permeable IMPase Inhibitors: Potentiation with Lithium | CHO-M1 cells, IP1 TR-FRET (IP-One), carbachol + lithium | Potency, µM (top dose mostly 59.4 µM), inactives show top-dose activity, negative = IMPase inhibition, most hits filed as inhibitors | 0.35% of 210,000 active;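 note: IP1 builds up when IMPase is blocked and the TR-FRET signal falls; potency is the fitted concentration of half-maximal effect; plate controls were basal vehicle for no effect and high inhibitor control for full effect; nearly all actives have a fitted effect of over 50% in size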
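Concentration–response in CHO-M1 cells, lithium-potentiated; 30 min at 37C. IP1 detected by competitive TR-FRET after 10 min lysis at RT. Hill-fitted AC50.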
KinaseGlo FLuc = Counterscreen for Luciferase (Kinase-Glo TM) Inhibition | Luciferin 4-monooxygenase (Photuris pensylvanica), Q27757 | Kinase-Glo luciferase, ATP luminescence, 8 min | Potency, µM (doses to about 38.3 µM), for inactives: at the top dose activity change, negative = inhibition, actives largely listed as inhibitors | 0.28% of 200,000 active | AID 1379, 2008; note: potency is the fitted concentration of half-maximal effect; % is set by controls: 0 for no effect and ±100 for the full control effect; nearly all actives have a fitted effect of over 60% in size
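Recombinant Kinase-Glo luciferase, 10 uM ATP (linear range), luciferin; imidazole pH 7.2 / KCl / MgCl2 / Tween / BSA buffer; 8 min RT; luminescence.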
Active calls of the source: *; u = inconclusive; x = not tested or not shown; & = joins results of further samples; [ ] = remark or other dose. Calls come from the whole dose curve; as a rule, active = well fitted curve in the direction sought with a large enough effect; inconclusive = small, poorly fitted or top-dose-only effect, or another doubt; inactive = no such curve, though single readings can be large; an effect the other way counts as inactive or inconclusive.

SMILES | NPSR antagonist | HttQ103 aggreg | L3MBTL1 inh | Epigenetic reg | CBFb-RUNX1 inh | IMPase Li cell | KinaseGlo FLuc
COc1ccc(Sc2cnn(-c3ccccc3)c(=O)c2Cl)cc1 | -29%[46.1 µM] | 16% | 1% | 0.0% | 3% | -6%[38.3 µM] | -3%
CCN(CC(=O)NCc1cccs1)c1ccc(S(=O)(=O)N2CCOCC2)cn1 | -17%[46.1 µM] | -12% | -1% | 0.8% | -6% | -9%[38.3 µM] | 14%
Cc1cc(C)nc(Sc2ccc3nnc(C(F)(F)C(F)(F)C(F)(F)F)n3n2)n1 | -7%[46.1 µM] | -8% | 8% | -12% | 12% | 27%[38.3 µM] | -3%
O=C(c1ccc2c(c1)OCO2)C1CCCN(C2CCN(CCc3ccccc3)CC2)C1 (configuration not stated) | -13% | -19%[9.22 µM] | -19% | 0.1% | 10% | 32%[activator] | -7%
CC(=O)N1CC2(c3ccccc3)CN(C(C)=O)CC(c3ccccc3)(C1)C2=O | -10% | -14% | x | 3.8% | -4% | 1% | 6%
O=C(CN1C(=O)c2ccccc2S1(=O)=O)Nc1ccc(S(=O)(=O)N2CCCCC2)cc1 | -7%[46.1 µM] | 13% | x | -2.2% | 3% | -4%[38.3 µM] | -1%
Cn1cc(CN2CCCC(C(=O)c3ccc(-c4ccccc4)c(F)c3)C2)cn1 (configuration not stated) | 41% | 0% | -9% | 5.6% | 6% | 9% | 2%
Cc1ccc(OCCn2cnc3ccccc3c2=O)c([N+](=O)[O-])c1 | 3% | 12% | 5% | -0.9% | 1% | -1% | -4%
O=C1CC(C(=O)Nc2ccc(Br)cc2)S/C(=N\N=C\c2ccco2)N1 (configuration not stated) | u | -19%[9.22 µM] | x | -2.9% | 2% | x | x
O=C(CNC(=O)c1cccc(F)c1)OCC(=O)N1CCCCC1 | -6%[46.1 µM] | 7% | 11% | 3.7% | -1% | -5% | 0%
O=C(c1ccccc1)c1cncc(Br)c1 | 16%[46.1 µM] | u | 7% | -0.9% | 9% | 15%[38.3 µM] | 1%
CC(=O)NC1=NN(C(C)=O)C(c2ccc(C)cc2)S1 (configuration not stated) | -16% | 7%[9.22 µM] | -2% | -1.1% | -2% | 2% | -2%
Cc1cc(C(=O)N/N=C/c2cccs2)no1 | -7% | -9% | -16% | 8.8% | 12% | 1% | -3%
CN1CCC(=NNC(=O)c2ccco2)CC1 | 1%[46.1 µM] | 20% | 8% | -1.3% | 1% | 5%[38.3 µM] | 2%
CCOC(=O)C1=C(c2ccccc2)O/C(=C(/C(=O)OC)C(F)(F)F)S1 | u | -11% | x | -0.1% | 17% | -119%[38.3 µM] | 0%
CC(C)(C)CC(=O)O/N=C(\N)c1ccncc1 | 8% | 5% | 8% | -1.5% | 9% | 1% | -1%
O=C(COc1ccccc1)Nc1ccccc1NS(=O)(=O)c1cccs1 | -5% | u | 2% | -0.9% | 9% | -3% | 0%
Cc1nn(-c2ccccc2)c(C)c1C(=O)OCC(=O)NCc1ccco1 | -12%[46.1 µM] | 7% | x | 1.0% | -2% | 23%[38.3 µM] | -8%
C=CCOn1c(=O)c(-c2ccccc2)[n+]([O-])c2ccccc21 | 14% | -3% | x | 1.1% | -12% | -6% | 0%
Cc1n[nH]c(C)c1Sc1ccccc1N=Cc1cc(Cl)cc([N+](=O)[O-])c1O | -10%[46.1 µM] | 1% | x | 0.0% | -8% | 7%[38.3 µM] | 12%
COc1ccc(C(CCN2CCCCC2)c2c(OC)cc(OC)c3c(-c4ccccc4)cc(=O)oc23)cc1 (configuration not stated) | -58% | 11%[9.22 µM] | x | 2.6% | 10%&9% | x | x
Cc1cc(NC(=O)CN2CCCC(C)C2)n(-c2nc3ccccc3s2)n1 (configuration not stated) | -25%[46.1 µM] | -23% | x | 0.9% | -1% | -11%[38.3 µM] | 0%
CCC(N=c1cc(-c2ccc(OC)cc2)oc2ccc(C)cc12)C(=O)O (configuration not stated) | -5% | 16% | 12% | 0.0% | 5% | -6% | -1%
CC(C)(C)C(=O)NC1CCN(S(=O)(=O)c2cccc(C(F)(F)F)c2)CC1 | 1%[46.1 µM] | 4% | 9% | 0.0% | -2% | x | x
O=C(O)CC1SC(=Nc2ccc(O)cc2)NC1=O (configuration not stated) | 19% | 8% | 11% | 0.1% | 6% | 0% | -1%
Cc1ccc(S(=O)(=O)NC(C(=O)N2CCOCCOCCOCCOCC2)c2ccccc2)cc1 (configuration not stated) | -20% | -8%[9.22 µM] | 9% | -1.1% | 3% | -1% | 1%
COc1ccccc1CNC(=O)CCCc1ccccc1 | 2% | -4% | 9% | -0.9% | 2% | 5% | -3%
O=C(CN1CCc2ccccc2C1)N1CCN(S(=O)(=O)c2ccccc2)CC1 | -9%[46.1 µM] | -8% | 10% | -4.6% | -2% | 15% | 6%
O=C(Cn1ncc2c(=O)oc3ccccc3c21)N1CCN(c2ccccn2)CC1 | -22%[46.1 µM] | 7% | 4% | 0.0% | 4% | -9%[38.3 µM] | -7%
CC(C)[C@H](NS(=O)(=O)c1ccc2c(c1)OCCO2)C(=O)OCC(=O)Nc1cc(Cl)ccc1Cl | -11% | -3% | -2% | -1.6% | 7% | 15% | 1%

Entries of single compounds from above. Screens in order: NPSR antagonist	HttQ103 aggreg	L3MBTL1 inh	Epigenetic reg	CBFb-RUNX1 inh	IMPase Li cell	KinaseGlo FLuc
CCC(N=c1cc(-c2ccc(OC)cc2)oc2ccc(C)cc12)C(=O)O (configuration not stated) reads -5%	16%	12%	0.0%	5%	-6%	-1%
COc1ccc(C(CCN2CCCCC2)c2c(OC)cc(OC)c3c(-c4ccccc4)cc(=O)oc23)cc1 (configuration not stated) reads -58%	11%[9.22 µM]	x	2.6%	10%&9%	x	x
O=C(CN1CCc2ccccc2C1)N1CCN(S(=O)(=O)c2ccccc2)CC1 reads -9%[46.1 µM]	-8%	10%	-4.6%	-2%	15%	6%
CC(C)[C@H](NS(=O)(=O)c1ccc2c(c1)OCCO2)C(=O)OCC(=O)Nc1cc(Cl)ccc1Cl reads -11%	-3%	-2%	-1.6%	7%	15%	1%
Cc1cc(NC(=O)CN2CCCC(C)C2)n(-c2nc3ccccc3s2)n1 (configuration not stated) reads -25%[46.1 µM]	-23%	x	0.9%	-1%	-11%[38.3 µM]	0%

Remaining list, next part:
SMILES | NPSR antagonist | HttQ103 aggreg | L3MBTL1 inh | Epigenetic reg | CBFb-RUNX1 inh | IMPase Li cell | KinaseGlo FLuc
Cc1ccc(CNC(=O)C2CCN(S(=O)(=O)c3cnc[nH]3)CC2)cc1 | -3%[46.1 µM] | -6% | x | 0.8% | 3% | 32%[38.3 µM] | -1%
Cc1ccc(OCCCSc2n[nH]c(N)n2)cc1 | -15% | -13% | -3% | -0.6% | 6% | 2% | 5%
COC(=O)C1=C(C)N(c2ccc(OC)c(OC)c2)C(=O)/C1=C\c1cccs1 | -23% | 17% | -16% | -1.5% | -8% | 12% | 1%
CCOC(=O)c1[nH]c(=O)c2ccccc2c1O | -9%[46.1 µM] | -2% | -2% | 0.0% | -5% | -3% | -4%
CC(=O)NC1C(OCc2cccc(Br)c2)OC(COC(C)=O)C(OC(C)=O)C1OC(C)=O (configuration not stated) | 1% | 25% | x | -2.9% | -6% | -8% | 3%
Nc1ccc(CN2CCOCC2)cc1 | 15% | -12% | x | 6.7% | 2% | 1% | 0%
CC1(C)CC(=O)C2=C(C1)Nc1[nH]n(-c3ccccc3)c(=O)c1C2c1ccc2c(c1)OCO2 (configuration not stated) | -26%[46.1 µM] | 4% | -5% | -4.9% | 1% | 14%[38.3 µM] | 9%
COC(=O)[C@@]1(Cc2ccc(OC)cc2)[C@H]2c3cc(C(=O)N4CCCC4)n(C[C@H](O)CO)c3C[C@H]2CN1C(=O)c1ccccc1 | x | x | x | 0.7% | 10% | -10% | 0%
COC(=O)c1cc(COc2ccc3c4c(c(=O)oc3c2)CCC4)c(C)o1 | -7%[46.1 µM] | 16% | x | 0.0% | 4% | 28%[38.3 µM] | 0%
COc1ccc(NC(=O)C2CCN(C(=O)c3cccs3)CC2)cc1 | -9%[46.1 µM] | 7% | x | -1.0% | 3% | 11%[38.3 µM] | -3%

Just IMPase Li cell, for 2 of the compounds above:
canonical_smiles	IMPase Li cell
CC1(C)CC(=O)C2=C(C1)Nc1[nH]n(-c3ccccc3)c(=O)c1C2c1ccc2c(c1)OCO2 (configuration not stated)	14%[38.3 µM]
COC(=O)[C@@]1(Cc2ccc(OC)cc2)[C@H]2c3cc(C(=O)N4CCCC4)n(C[C@H](O)CO)c3C[C@H]2CN1C(=O)c1ccccc1	-10%

(next part)
SMILES | NPSR antagonist | HttQ103 aggreg | L3MBTL1 inh | Epigenetic reg | CBFb-RUNX1 inh | IMPase Li cell | KinaseGlo FLuc
Cc1nn(C)cc1C(=O)Nc1cc(Oc2ccc(Cl)cc2)cc([N+](=O)[O-])c1 | -7%[46.1 µM] | 24% | x | 1.0% | 1% | 12%[38.3 µM] | -4%
O=C(Cc1ccccc1Cl)Nc1cccc(S(=O)(=O)N2CCOCC2)c1 | 10% | 2% | 8% | 0.0% | 4% | 5% | 2%
O=C(O)COc1ccc2c(c1)O/C(=C\c1cccs1)C2=O | -9% | -19%[9.22 µM] | x | 2.1% | 16% | x | x
CCOc1ccc(CCNC(=O)CCS(=O)(=O)c2ccc(OC)cc2)cc1OCC | 2% | -18% | x | 12% | 3% | -7% | 1%
CSC(=NC#N)N1CCN(c2ccc(Cl)cc2)CC1 | -14%[46.1 µM] | 21% | 2% | -1.1% | -1% | 11%[38.3 µM] | 0%
CN1CCC=C(C(=O)N2c3ccccc3Sc3ccc(Cl)cc32)C1 | -4% | -16%[9.22 µM] | x | -0.1% | 3% | x | x
COn1c(-c2ccccc2)nc2ccc(Cl)cc21 | 4%[46.1 µM] | 6% | 11% | -0.4% | 3% | 2%[38.3 µM] | -7%
CC(C)C(NS(=O)(=O)c1cccc2nsnc12)C(=O)Nc1nc2ccc(Cl)cc2s1 (configuration not stated) | -27%[46.1 µM] | -8% | x | -1.0% | -1% | -7%[38.3 µM] | -2%
CN1CCN(C(=O)c2ccc(-c3cccs3)s2)CC1 | 0% | 3%[9.22 µM] | 4% | -1.3% | 2% | x | x
Cc1ccc(S(=O)(=O)NCCC(c2ccccc2)c2ccccc2)cc1C(=O)O | -3% | -10% | -7% | -2.6% | -1% | -5% | 1%

Some of the compounds tested; rates above refer to the full screens.
